Wnt act: activates Wnt/beta-catenin signaling in a reporter cell assay; activator, plate reader; activation, % at 9.35 µM; 300,000 compounds, 1.2% hits; in the data active = activation above about 30%, passing the limit was not always enough; inconclusive = no clear call, values can overlap the other calls;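 also: 0% = neutral control wells and 100% = positive control wells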
AddAB inh: less growth of phage-infected E. coli with AddAB; 330,000 compounds, 0.29% hits; inhibition, % at 11.9 µM; E. coli expressing H. pylori AddAB, absorbance growth; in the data active = inhibition above about 12%;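 also: 0% = vehicle wells of infected cells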
PvdQ inh: blocks Pseudomonas aeruginosa PvdQ acylase activity | purified PvdQ acylase, fluorescence plate reader | AID 488965 | inhibition, % at 10 µM | 340,000 compounds, 0.063% hits; in the data active = inhibition above about 30%, passing the limit was not always enough; inconclusive = no clear call, values can overlap the other calls;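 also: 0% = vehicle neutral wells and 100% = reference inhibitor wells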
CAL PDZ FP: inhibitors of human CAL PDZ peptide binding. Q9HD26. purified CAL PDZ, TMR-peptide fluorescence polarization, 1 h. inhibition, % at 20 µM. 330,000 compounds, 0.02% hits. AID 504414;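 active = highest replicate inhibition of at least 40%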;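 also: plate controls were DMSO neutral control wells for no effect and unlabeled competitor peptide control wells for full effect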
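System: purified tagged CAL PDZ domain construct (CerCALP). Schedule: 1 h incubation at room temperature before polarization reading. Medium: 25 mM sodium phosphate pH 7.4, 150 mM NaCl, TCEP, IgG, Thesit. Read-out: percent inhibition from loss of millipolarization. Measured by: FP readout, S and P plane fluorescence. Probe or stimulus: fluorescent TMR peptide probe.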
Tat transport: inhibitors of E. coli Tat protein transport | AID 488895 | inhibition, % at 10 µM | E. coli MC4100 TorA-mCherry Tat export, fluorescence | 340,000 compounds, 0.036% hits;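 active = mean replicate inhibition at least 50% and at least half of replicates individually reaching 50%; inconclusive = only one of the two criteria met; inactive = neither criterion met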;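 also: exported cargo escapes ClpAP degradation while cytoplasmic cargo is degraded and loses fluorescence; 0% = median of neutral control wells and 100% = median of NaSCN control wells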
E coli growth: bacterial growth inhibition, counter-screen for AddAB inhibitors; inhibition, % at 11.9 µM; E. coli V3065 growth, OD600 absorbance, 18 h; 330,000 compounds, 0.27% hits; AID 449728;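 active = inhibition above the campaign's mean inhibition across all tested compounds plus 3 SD, cut at about 9.9% in these data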;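 also: uninfected addAB+ strain grown without phage in ampicillin broth; 0% = DMSO wells and 100% = ciprofloxacin 0.95 µg/ml wells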
phage Ecoli inh: E. coli growth loss with phage present. growth absorbance. inhibition, % at 11.9 µM. 360,000 compounds, 0.26% hits; in the data active = inhibition above about 11%
Rtt109 HAT inh: inhibitors of Candida albicans Rtt109/Vps75 histone acetyltransferase; AID 540336; purified Rtt109/Vps75, ThioGlo CoA-SH fluorescence, 4 h; inhibition, % at 34.9 µM; 330,000 compounds, 0.16% hits;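 active = inhibition of at least 50% in every replicate; inconclusive = best replicate reaches 50% inhibition but some replicates fall short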
Target sequence (Q5AAJ8 whole entry, looked up): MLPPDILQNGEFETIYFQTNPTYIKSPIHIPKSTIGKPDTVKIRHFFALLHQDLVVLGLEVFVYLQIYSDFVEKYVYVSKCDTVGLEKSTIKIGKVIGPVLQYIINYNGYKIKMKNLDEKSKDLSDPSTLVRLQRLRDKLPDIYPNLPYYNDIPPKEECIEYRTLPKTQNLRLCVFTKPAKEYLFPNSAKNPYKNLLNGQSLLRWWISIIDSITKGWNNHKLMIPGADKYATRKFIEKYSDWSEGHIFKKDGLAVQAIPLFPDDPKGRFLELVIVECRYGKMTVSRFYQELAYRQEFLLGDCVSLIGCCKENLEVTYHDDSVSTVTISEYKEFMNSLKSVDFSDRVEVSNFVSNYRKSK
DAGLB inhibitor: diacylglycerol lipase beta (human) inhibition. HEK293T DAGLB membrane lysate, EnzChek fluorogenic substrate. Q8NCG7. AID 504411. inhibition, % at 5.17 µM. 340,000 compounds, 0.059% hits; in the data active = inhibition above about 34%;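 also: 0% = enzyme with vehicle and 100% = wells lacking enzyme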
Target sequence (Q8NCG7 whole entry, looked up): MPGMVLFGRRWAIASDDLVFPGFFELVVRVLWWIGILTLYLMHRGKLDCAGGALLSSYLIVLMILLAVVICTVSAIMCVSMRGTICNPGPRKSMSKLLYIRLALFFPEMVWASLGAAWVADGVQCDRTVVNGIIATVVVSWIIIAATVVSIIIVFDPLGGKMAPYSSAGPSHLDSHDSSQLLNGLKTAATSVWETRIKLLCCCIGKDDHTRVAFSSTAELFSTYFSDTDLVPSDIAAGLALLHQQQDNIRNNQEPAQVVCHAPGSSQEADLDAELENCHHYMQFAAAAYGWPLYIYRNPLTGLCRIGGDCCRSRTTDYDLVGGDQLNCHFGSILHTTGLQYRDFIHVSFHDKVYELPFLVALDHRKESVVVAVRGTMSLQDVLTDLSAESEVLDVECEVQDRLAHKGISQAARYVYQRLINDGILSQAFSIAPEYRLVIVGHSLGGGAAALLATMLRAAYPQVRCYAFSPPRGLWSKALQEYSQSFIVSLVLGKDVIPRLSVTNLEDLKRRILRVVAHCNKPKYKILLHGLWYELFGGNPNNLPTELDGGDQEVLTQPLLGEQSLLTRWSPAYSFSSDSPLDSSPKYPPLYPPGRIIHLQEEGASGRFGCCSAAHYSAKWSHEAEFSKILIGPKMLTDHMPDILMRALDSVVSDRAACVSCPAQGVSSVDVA
PfHsp90 set2: inhibits growth of yeast expressing Plasmodium falciparum Hsp90. 310,000 compounds, 0.32% hits. S. cerevisiae expressing PfHsp90, BacTiter-Glo ATP, 48 h; yeast lacking PDR1 and PDR3 efflux regulators. inhibition, % at 9.4 µM;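 active = every replicate shows inhibition above about 80%, whatever the replicate mean, limit read from the data; inconclusive = mean inhibition reaches the set limit but some replicate falls short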;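 also: 0% = DMSO neutral controls and 100% = 20 µM radicicol positive controls; yeast relying on Plasmodium falciparum Hsp90 in place of its own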
Starred values were filed as active, the others as inactive; ? = inconclusive; nt = not tested or not shown; & = joins results of further samples.

smiles	Wnt act	AddAB inh	PvdQ inh	CAL PDZ FP	Tat transport	E coli growth	phage Ecoli inh	Rtt109 HAT inh	DAGLB inhibitor	PfHsp90 set2
O=c1c(Cl)c(N2CCN(S(=O)(=O)c3ccccc3)CC2)cnn1-c1ccccc1	nt	2.1	-11	-2.0	-2	-0.3	1.9	5	1	4
CCn1nc(C(=O)NC2=NCCS2)c2ccccc2c1=O	-6	0.2	-16	-1.2	-3	-2.8	-0.5	4	-1	20
Cc1ccc(NC(=O)C23CCC(C)(C(=O)[C@H]2Br)C3(C)C)cc1 (some centres not stated)	1	-2.7	-1	-0.7	10	-2.1	4.3	8	-1	-2
COC(=O)c1ccc(S(=O)(=O)NCc2ccco2)n1C	-1	-1.0	-16	-3.8	5	-1.4	2.8	-9	1	-10
Cc1ccc(CC(=O)NCCC(=O)O)cc1	0	1.3	-13	-0.5	1	0.3	1.1	0	1	0
Cc1cc(C)c(S(=O)(=O)N(C)CC(=O)NCc2cccnc2)c(C)c1	-1	5.5	-12	0.3	3	0.2	-0.3	4	-3	20
COC(=O)c1ccc(/C=N/OCC(=O)NCc2ccc(F)cc2)cc1	-3	1.4	-12	0.3	-1	-2.1	2.0	10	0	nt
CC1CCC(NC(=O)C2CCN(c3c4c(nc5ncnn35)CCC4)CC2)CC1 (configuration not stated)	nt	2.9	-8	-1.5	-1	0.2	nt	-4	-2	-7
COc1cccc(/C=N/NC(=O)c2c(C)nc3ccc(Br)cn23)c1O	nt	1.8	-3	-0.9	5	1.4	nt	1	8	7
Cc1ccc2[nH]c(CN3CCN(C)C(CCO)C3)c(C)c2c1 (configuration not stated)	-1	0.3	-11	0.8	-7	-0.8	0.9	-35	1	11
COc1cc(C(=O)Nc2c(C)cc(C)cc2C)c(Br)c(OC)c1OC	-3	4.7	0	-2.3	0	1.3	1.9	0	-1	-7
O=C(C1CCCCC1)N1CCC2CC1c1cc(Cl)ccc12 (configuration not stated)	-1	nt	-8	-2.8	2	nt	1.4	-6	-2	-8
Fc1ccc2c(c1)C1C=CCC1C(c1cc3c(cc1Br)OCO3)N2 (configuration not stated)	-2	-0.8	-8	0.8	-7	0.8	5.3	-8	-7	22
CCOc1cccc(OCCCOc2ccccc2)c1	nt	2.8	-8	-1.0	3	0.3	1.9	5	-15	nt
C#CC(=O)CCC1CCCN1C(=O)OC(C)(C)C (configuration not stated)	-1	-0.4	-7	-0.7	-16	1.1	1.6	4	-4	-29
O=C(Nc1ccc(NC(=O)c2ccccn2)cc1)C(=O)Nc1ccc2c(c1)OCCO2	-3	0.7	-19	-5.8	-2	2.0	1.1	-3	0	10
CCOC(=O)C1CCN(C(=O)c2cccs2)CC1	4	4.5	5	0.0	-1	1.6	0.6	?	0	9
Cc1ccc(CN2CCSc3ccc(C(=O)NCc4ccccn4)cc32)cc1	-5	-0.2	9	-1.4	6	-5.0	2.6	-27	1	nt
CNc1oc(-c2cccs2)nc1S(=O)(=O)c1ccccc1	0	0.1	-5	-2.2	1	0.9	2.9	4	-1	-12
c1ccc(-c2nn3c(Cn4cnc5ccccc54)nnc3s2)cc1	0	0.7	-19	-2.4	2	0.0	0.7	7	-1	21
COc1ccc(-n2cnc3cc(NCc4cccs4)ccc32)cc1	8	1.8	-1	-0.3	-5	-1.7	3.1	17	-1	15
CC(CCc1ccco1)NC(=O)Nc1cccc(F)c1 (configuration not stated)	nt	0.0	-11	-0.9	-2	-0.6	2.0	3	-5	-1
NC1=NC(c2ccc(Br)cc2)n2c(nc3ccccc32)N1 (configuration not stated)	-3	1.1	-17&-17	-1.3&-1.1	-8&4	0.0	6.1&2.5	1&3	-1&2	13&10
CCOc1ccc(NC2=CC(=O)CC(c3ccco3)C2)cc1 (configuration not stated)	-1	1.2	0	-2.2	1	1.9	4.6	-3	0	nt
O=C(NCCN1CCOCC1)c1cc(-c2ccc(Cl)cc2Cl)on1	8	2.5	16	-3.1	-2	-2.1	0.5	5	-1	-8
CCC(CC)NC(=O)c1ccccc1Oc1ccccc1	nt	3.4	-20	-0.7	4	1.0	3.1	-2	-4	-6
Nc1nc(SCC(=O)c2cc(F)ccc2F)n[nH]1	-1	2.6	-2	-0.8	-5	0.5	0.4	3	0	-7
CCN(CC(=O)Nc1ccc(NC(C)=O)cc1)C(=O)Cc1ccc(S(=O)(=O)N2CCOCC2)s1	3	0.5	-14	-2.5	1	0.6	2.5	-2	1	-10
COc1ccc(-c2noc(CSc3nnc(Cc4ccccc4)n3-c3cccc(C)c3)n2)cc1OC	-3	2.3	-12	-3.3	11	0.9	2.6	9	-6	nt
CCOC(=O)c1c(C)n(C)c2ccc(OC)c(NC(=O)CN3CCC(C(=O)OCC)CC3)c12	-1	4.6	-10	0.1	9	0.5	-1.8	7	-1	0
CCn1c(CNC(=O)c2ccccc2)nc2ccccc21	-2	-0.1	-1	-2.0	2	-1.6	3.8	-1	1	1
CC(c1ccco1)N(C(=O)c1ccccc1NS(=O)(=O)c1ccc(Cl)cc1)c1ccccn1 (configuration not stated)	-1	3.9	2	-1.2	1	-0.9	2.6	1	1	-5
Cc1ccc(S(=O)(=O)N(CC(=O)N=Nc2c(O)[nH]c3ccccc23)c2ccc(C)c(C)c2)cc1	2	1.3	12	-0.3	1	0.2	2.0	14	4	-12
CCC(C)NC(=O)NC(=O)N(C1CCCCC1)S(C)(=O)=O (configuration not stated)	4	2.3	11	0.4	-1	-2.1	4.4	11	-3	-11
Cc1cc(NC(=O)CSc2nc3ccccc3n2CC(=O)N2CCCCC2)no1	0	3.2	-2	-0.4	-8	1.7	2.2	2	-4	nt
Cc1cc(C(=O)N2CCCC(N3CCN(c4cccc(C(F)(F)F)c4)CC3)C2)nn1C (configuration not stated)	2	0.0	1	-2.1	0	-3.8	1.9	-2	0	0
CCn1nc(C(=O)NNC(=O)C2CSC3(C)CCC(=O)N23)c2ccccc2c1=O (configuration not stated)	-1	1.3	-16	-0.6	3	0.5	1.7	-8	-2	-4
CCC(=O)NCCc1nc2cc(NC(=O)COc3ccccc3)ccc2n1C	7	3.7	5	-0.9	7	0.6	1.5	-5	0	-2
Cc1cccc(-c2nc3ccccc3c(=O)n2N)c1	0	1.2	1	-1.9	-1	1.9	2.6	-3	-2	-7
Cc1ccsc1C(=O)OCC(=O)c1cc(C)n(C)c1C	14	1.2	-14	0.6	-10	1.4	2.4	2	-8	18
COc1ccc(NC(=O)CSc2nc(O)cc(=O)n2C)cc1	nt	2.4	-4	-1.4	1	-0.8	3.3	7	1	-2
COc1ccccc1-c1cc(SC)c(C#N)c(=O)o1	3	2.9	-10	-0.1	-6	0.8	2.9	-3	0	22
O=C(CN1C(=O)NC2(CCCCC2)C1=O)NCc1ccc2c(c1)OCO2	0	-1.0	-3	0.0	-3	0.3	3.6	3	2	9
Cc1noc(C)c1CSc1cc(C)c2ccccc2n1	-5	0.2	-9	-2.9	2	-1.8	-1.6	4	-10	5
COc1ccc(CNC(C)CCc2ccccc2)cc1 (configuration not stated)	0	5.2	-4	-0.3	25	-0.2	-2.1	-1	1	17
Nc1ncnc2c1ncn2[C@@H]1O[C@H](CNCc2cccn2-c2nccs2)[C@@H](O)[C@H]1O	nt	1.0	-9	0.6	5	1.1	nt	0	-1	-1
O=C(Nc1cccc(-c2csc(-c3ccccc3)n2)c1)c1cccs1	nt	3.4	-10	-3.4	4	-0.6	0.5	-5	-7	-6
Cc1nc2ccc(S(=O)(=O)NCC(=O)Nc3ccc(F)cc3)cc2s1	0	2.7	-7	-0.7	1	0.3	2.2	2	-1	15
COC1=C(Nc2ccc(OC)cc2)C(=O)C(OC)=C(Nc2ccc(OC)cc2)C1=O	-1	nt	-3	-0.5	4	nt	0.4	5	0	nt
CCn1nc(NS(=O)(=O)c2ccc(NC(C)=O)cc2)c2cc3cccc(C)c3nc21	-3	2.9	-14	-2.4	6	0.0	4.9	-3	3	-9
COCCCN1CN(Cc2ccco2)CNC1=S	0	1.1	nt	nt	nt	1.1	2.7	nt	nt	nt
CN1C(=O)c2ccc(NC(=O)c3cccc4ccccc34)cc2C1=O	5	1.5	12	nt	-3	3.7	0.4	6	-1	-20
COc1ccc(S(=O)(=O)Oc2ccccc2C(=S)N2CCOCC2)cc1	2	0.2	-3	-3.5	11	-2.4	3.9	-4	-2	nt
CCC(=O)Nc1ccc(C(=O)CSc2nc3ccccc3cc2CC)cc1	-2	2.9	-3	-3.7	1	-0.2	2.6	6	-5	-6
CCCOc1ccc(N2C(=O)C3C4C=CC(CC4)C3C2=O)cc1 (configuration not stated)	0	3.0	9	-0.8	-1	0.5	2.7	7	-8	-9
Cc1nc(C)c(-c2ccc(SCc3cccc(F)c3)nn2)s1	4	0.8	-10	-2.5	8	-1.8	2.4	2	-4	-42
COc1ccccc1/C=C/C(=O)OCC(=O)Nc1ccc(Cl)cn1	1	0.6	-6	-0.1	-2	-1.3	2.6	0	-10	9
O=C(CCl)N1c2ccccc2SCC1c1ccccc1 (configuration not stated)	1	3.2	-5	-2.2	6	1.6	2.3	-6	2	-4
COc1ccc(N(C(=O)c2ccco2)S(=O)(=O)c2cc(Cl)c(Cl)cc2Cl)cc1	nt	1.9	-3	-1.7	2	1.4	2.4	-2	-2	nt
Cc1ccc(NC(=O)C(=O)NCCN2CCN(Cc3ccc([N+](=O)[O-])cc3)CC2)cc1	-4	-0.5	2	-0.4	-3	-2.5	3.4	6	-3	-4

Continued.
smiles	Wnt act	AddAB inh	PvdQ inh	CAL PDZ FP	Tat transport	E coli growth	phage Ecoli inh	Rtt109 HAT inh	DAGLB inhibitor	PfHsp90 set2
O=C(Nc1ccccc1)c1ccc(F)cc1F	10	4.5	2	0.3	-2	4.6	2.5	0	-1	-29
CC(=O)NCCNC(=O)c1ccc(Sc2ccccc2)c([N+](=O)[O-])c1	-2	1.3	-10	0.4	-1	0.0	2.0	nt	1	7
CC(NCC(=O)Nc1cc(S(=O)(=O)N2CCOCC2)ccc1N1CCOCC1)c1ccco1 (configuration not stated)	-1	2.6	-20	0.8	0	0.7	1.2	5	-2	nt
CCOC(=O)C1=C(CC)NC2=C(C(=O)CCC2)C1c1ccc(OC)c(OC)c1 (configuration not stated)	nt	-0.6	-5	-0.4	-3	-1.4	2.2	2	4	-3
CC(=O)Oc1ccc(NC(=O)Cc2ccccc2)c(C(=O)O)c1	-2	1.4	-6	-0.9	8	0.7	3.1	3	4	-21
Cc1ccc(NC(=S)Nc2ccc(C(C)C)cc2)cc1S(=O)(=O)N1CCCCCC1	-2	0.3	1	-1.3	-8	1.5	5.7	-3	-2	-20
COc1ccc(CC(=O)Nc2c3c(nn2C(C)(C)C)CS(=O)(=O)C3)cc1OC	-7	1.1	-12	-1.4	3	2.5	2.5	-9	-1	-22
